# Screening data as filed in PubChem BioAssay.
# Pf Dd2 inh: blocks in vitro growth of P. falciparum Dd2. P. falciparum Dd2 growth, SYBR Green, 72 h. Potency, µM (series often up to 28.9 µM), without a hit: at the top dose activity, negative = inhibition, actives largely listed as inhibitors. hit rate 4.3% among 120,000. AID 1347417; active = well fitted inhibition curve with a large enough effect; inconclusive = small, poorly fitted or top-dose-only effect; inactive = no such curve, though single readings can be large or run the other way;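 also: plate controls were DMSO vehicle for no effect and reference drug for full effect; nearly all actives have a fitted effect of over 65% in size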
#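 Infected erythrocytes (Dd2, 0.3% parasitemia, 2.5% hematocrit final) are added to compound in RPMI-1640/Albumax II medium, grown 72 h at 37C in low oxygen, then lysed with saponin/Triton-X containing SYBR Green and read by fluorescence.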
# Active calls of the source: *; i = inactive; u = inconclusive; [ ] = dose if it differs, or a comment. Potency is read from the fitted curve at half-maximal effect. This is a subset; the hit share may differ from the screen's.
SMILES,Pf Dd2 inh
COCc1nnc2n1CCC(NS(=O)(=O)c1ccc3c(c1)CCC3)CC2 (stereo not drawn),9%
CSc1nc2c(sc3ccccc32)c(=O)n1Cc1ccc(C)cc1,-2%
CCN(CC1CCN(CCc2ccccc2C)CC1)C(=O)C1C=CCN1 (stereo not drawn),u
COc1cc(OC)c(OC)cc1CNCCSc1nnnn1-c1ccccc1,46%[activator][0.594 µM]
O=C(NCC1CCCO1)N1CCCCCCn2c(nnc2-c2ccc(F)cc2)CC1 (stereo not drawn),-14%
CC(C)Oc1ccc2c(NC(=O)c3ccn(C)n3)nn(CC(F)(F)F)c2c1,u
O=C(NC1CCc2nn(CC3CC3)c(=O)n2CC1)c1ccc(Cn2ccnc2)o1 (stereo not drawn),33%[activator]
COC(=O)c1cccc(Nc2c(-c3cc(Br)ccc3O)nc3nc[nH]n23)c1,50%[activator][0.594 µM]
O=C(NCc1cccnc1)[C@@H]1C[C@@H](O)CN1C1CCN(C(=O)c2ccccc2F)CC1,21%
Cc1nn(CC(=O)NCc2ccc(N(C)C)cc2)c(=O)c2nn(-c3ccccc3)c(C)c12,11%
Cc1ccc(NC(=O)c2c(NC(=O)c3ccccc3Cl)sc3c2CCC3)cc1,u
CCCC(=O)NC1CC(=O)N(c2ccc3c(c2)OCCO3)C1 (stereo not drawn),i
COC(=O)CC1c2cc(OC)c(OC)cc2CCN1C(=O)Nc1ccc(C)cc1Cl (stereo not drawn),i
CCc1ccc(C(=O)N2CCC(Oc3ncccc3C(=O)N(C)C)C2)cc1 (stereo not drawn),-13%
CCOC(=O)c1ccc(-c2ccc(/C=C(\C#N)C(=O)Nc3ccc(C)cc3OC)o2)cc1,29%
COc1cccc(N2C(=O)NC(=NC3CCCCC3)C23CCN(C(=O)c2ccccc2OC)C3)c1 (stereo not drawn),u
O=C(Cc1cccc(Cl)c1)N1CCC(c2nn(-c3ccc(F)cc3)c(=O)[nH]2)CC1,u
CCN(CC)C(=O)[C@@H]1CCC[C@@H](N(C)C)CN(C)C(=O)C1,18%[44.1 µM]
O=C([C@H]1C[C@H](Oc2cccnc2)CN1C(=O)NCc1ccccc1)N1CCOCC1,-13%
O=c1cc(N2CCOCC2)oc2c(-c3ccccc3Oc3ccccc3)nccc12,u
Cc1ncoc1C(=O)N1CCCN(C(=O)C2CC2)C(c2ccccc2)CC(=O)NCC1 (stereo not drawn),0%
Cc1ccc(Cl)cc1NC(=O)c1nnn(Cc2ccccc2)c1N,1.1µM*
COc1ccccc1NC(=O)n1ncc2c(C)cccc21,35%[activator]
O=c1c(NS(=O)(=O)c2cccc(F)c2)ccc2n1C[C@H]1C[C@@H]2CN(S(=O)(=O)c2ccccc2)C1,-13%
O=C(c1cc2c(s1)CCC(C(=O)N1CCN(C3CCCC3)CC1)C2)N1CCCCCC1 (stereo not drawn),u

# The final 6 records of the section before open the next one:
SMILES,Pf Dd2 inh
O=c1cc(N2CCOCC2)oc2c(-c3ccccc3Oc3ccccc3)nccc12,u
Cc1ncoc1C(=O)N1CCCN(C(=O)C2CC2)C(c2ccccc2)CC(=O)NCC1 (stereo not drawn),0%
Cc1ccc(Cl)cc1NC(=O)c1nnn(Cc2ccccc2)c1N,1.1µM*
COc1ccccc1NC(=O)n1ncc2c(C)cccc21,35%[activator]
O=c1c(NS(=O)(=O)c2cccc(F)c2)ccc2n1C[C@H]1C[C@@H]2CN(S(=O)(=O)c2ccccc2)C1,-13%
O=C(c1cc2c(s1)CCC(C(=O)N1CCN(C3CCCC3)CC1)C2)N1CCCCCC1 (stereo not drawn),u
CCCc1noc(-c2cccn3c(CNC(=O)c4ccc(C(C)(C)C)cc4)nnc23)n1,u
C=CCNC(=O)C1CCCN(S(=O)(=O)c2ccccc2)CCC(=O)NCC1 (stereo not drawn),-6%
COc1cccc(CNC(=O)CSc2nc(=O)[nH]c3c2CCCC3)c1,16%
CCN1C(=O)COC[C@@H]1[C@H](O)c1ccc(NC(=O)c2cc(C)nn2C)cc1,-24%[44.1 µM]
CC(=O)N1CCC(CC(=O)N[C@@H]2CN(C)C[C@H]2CN(C)C)CC1,-2%
CCOC(=O)c1nn(Cc2ccc(OC)cc2)c2c1CN(C(=O)c1cn3ccccc3n1)CC2,-23%
O=C(NCc1cccs1)c1ccc(CN2C(=O)NC3(CCOCC3)C2=O)cc1,-5%
Cc1cc(C)cc(NC(=O)c2cc(S(=O)(=O)N3CCC(C)CC3)cn2C)c1,-29%
O=C(Oc1ccccc1Cl)c1cc(-c2ccc3c(c2)OCCO3)on1,24%
CC(C)CN[C@H]1[C@H](O)[C@H](O)C[C@@H]1c1ccccc1,u
CCOC(=O)C[C@@H]1C[C@@H](C(C)C)[C@H](CNS(=O)(=O)c2ccc(OC)cc2)C=C1C,-19%[44.1 µM]
Cc1c(C(=O)Nc2ccccc2)sc2nc(-c3cc4cc(Cl)ccc4oc3=O)[nH]c(=O)c12,-5%
CCC(=O)N(C1CCOCC1)C1CCN(S(=O)(=O)c2ccc(C(F)(F)F)cc2)CC1,u
CN1C(=O)c2cccn2CC1C(=O)NC1CCCCC1 (stereo not drawn),9%
O=c1ccc2cc(S(=O)(=O)Nc3ccc(F)c(Cl)c3)ccc2[nH]1,25%
Cc1cc(C)c2nc(NC(=O)c3ccc(S(=O)(=O)N4CCc5ccccc54)cc3)sc2c1,u
CN(C(=O)C1CCN(c2ncnc3c2nc2n3CCCCC2)CC1)c1ccccc1F,-20%
CC(C)(C)C1CCC2(CC1)NC(=O)N(CC(=O)NCc1ccccc1F)C2=O (stereo not drawn),-3%
Cc1noc(C)c1CNCC1(COc2cccnc2)C[C@@H](O)[C@@H](O)C1 (stereo partly drawn),-23%[44.1 µM]
CN(c1nnc(NC(=O)Nc2ccc(Br)cc2)s1)C1CCCCC1,-14%
O=C(c1cc2ccccc2[nH]1)N1CCCC(c2nc(CCOCC3CC3)no2)C1 (stereo not drawn),u
CCN1c2cc(C(=O)Nc3ccc(Br)cc3)ccc2C(=O)N2CCCCCC21 (stereo not drawn),u
CCOc1ccccc1NC(=O)C1CCN(S(=O)(=O)c2cccc3nonc23)CC1,i
O=C1Nc2ccccc2NC12CCN(Cc1c(F)cccc1Cl)CC2,u
O=C(CC[C@H]1NC(=O)c2ccccc2NC1=O)Nc1nc(-c2cccnc2)cs1,-22%
SMILES,Pf Dd2 inh
CC(=O)N1CCN(c2nc3c(s2)CC(C(=O)NC2CCCCC2)CC3)CC1 (stereo not drawn),i
COC(=O)C(CCSC)NC(=O)Cn1ncc2c([nH]c3ccccc32)c1=O (stereo not drawn),i
Cc1ccc(S(=O)(=O)c2nc(-c3ccco3)oc2SCc2ccc(F)cc2)cc1,-12%
CCS(=O)(=O)N1CCC(n2c(C)cnc2C2CC2)CC1,-12%
CN(Cc1ccc(-n2cccn2)cc1)CC1CCN(CCc2ccc(F)cc2)CC1,u
CN(C)[C@@H]1CN(C(=O)c2ccc(C#N)cc2)CC[C@]1(O)c1ccccc1,i[5.79 µM]
CN1CCN(C2(CNC(=O)c3ccc(C(C)(C)C)cc3)CCCCC2)CC1,i
COCCc1nncn1C1CCN(C(=O)c2cccc(OC(F)(F)F)c2)CC1,i
Cc1ccc(-n2c3nc(=O)[nH]c(=O)c-3cc3c(Cl)cccc32)cc1,i
CCC(C(=O)NCCc1cc(OC)ccc1OC)n1nc(C)c2sc3ccccc3c2c1=O (stereo not drawn),u
O=C(CCc1nc(C2CCCN2C(=O)c2ccccc2)no1)Nc1ccc(F)cc1F (stereo not drawn),0%
Cc1ccc(OCCCCn2cnc3ccccc32)cc1,7%
CCSCCNc1nc(COC)nc2c1cnn2C,25%
CNC(=O)[C@@H]1C[C@@H](n2cc(CNC(=O)c3cccc(OC)c3)nn2)CN1,11%
CC(=O)Nc1ccc(S(=O)(=O)N2CCN(c3ccccc3)CC2)cc1,8%
Cc1ccc(S(=O)(=O)c2nnn3c2nc(NCCCOC(C)C)c2ccccc23)cc1,-2%
O=C(c1ccccc1Cl)N1CCc2nc(-c3ccccc3)nc(-c3ccc(Cl)cc3)c2C1,u
COCCNC(=O)[C@@H](C)C1CC[C@@]2(C)Cc3sc(NC(=O)CN(C)C)nc3[C@@H](C)[C@@H]2[C@H]1O (stereo partly drawn),-16%
COc1cc2c(cc1Oc1cccc(N(C)C)c1)NC(=O)C21CCN(C(C)=O)CC1,-9%[44.1 µM]
COc1ccc(-c2cc(C(=O)NCCc3cnc[nH]3)c3c(c2)N(C)CCO3)cc1OC,u
Cc1cc(C(F)(F)F)nc(CCNC(=O)c2ccc3ncccc3c2)n1,-15%
Cc1cc(C)cc(NC(=O)CSc2oc(-c3cccs3)nc2S(=O)(=O)c2ccc(Br)cc2)c1,17%
Cc1cc2nc3n(c(=O)c2n1CC(=O)N1CCc2ccccc21)CCCCC3,117%[activator]
C=CCNC(=O)c1ccn2nccc2c1,-7%[44.1 µM]
Cc1ccc(-n2nc(C(=O)Nc3ccc(Cl)cn3)c3c4ccccc4n(C)c3c2=O)cc1,55%[activator]
SMILES,Pf Dd2 inh
CCCNC(=O)CCc1c(C)nc2nc(CNC(=O)c3ccccc3)nn2c1C,13%
CCOC(=O)CCn1nc(C)c2c(C)n(-c3ccccc3)nc2c1=O,u
CN1CCC2(C1)CN(Cc1ccccc1)c1ccc(C(=O)NCc3cccs3)cc12 (stereo not drawn),7.1µM*
COC[C@H]1NC(=O)CC[C@H]1C(=O)N1CCN(c2cccc(C)c2)CC1,-14%
Cc1cc(C)cc(-n2ccn(CC(=O)NCCc3ccccc3)c(=O)c2=O)c1,73%[activator]
COc1ccc(OC)c(NC(=O)Cn2c(=O)n(-c3cccc(C)c3)c(=O)c3c2c2cc(C)ccc2n3C)c1,6%
CCCCCSc1nnc2c(n1)OC(CC)Nc1ccc(Br)cc1-2 (stereo not drawn),25%
COc1cccc(NC(=O)C2CCCN(S(=O)(=O)c3cn(C)cn3)CCC(=O)NCC2)c1 (stereo not drawn),-3%
Cc1cccc(C(=O)NC2(C(F)(F)F)N=C(c3ccccc3)N(C3CCCCC3)C2=O)c1 (stereo not drawn),-12%
CCOC(=O)c1cc(OC(=O)c2cc(OC)cc(OC)c2)n(-c2ccccc2)n1,-1%
Cc1ccc(Cl)cc1N1CCN(C(=O)CN2C(=O)COc3ccc(S(=O)(=O)N4CCC(C)CC4)cc32)CC1,-16%
COc1ccc(Br)cc1CNC(=O)c1nn(-c2ccc(C)cc2)c(=O)c2c1c1ccccc1n2C,i
Cc1cn2nc(C(=O)Nc3ccc(Cl)c(C)c3)cc2c(N2CCSCC2)n1,u
CCc1ccc(C2c3c(-c4ccccc4O)n[nH]c3C(=O)N2Cc2ccncc2)cc1 (stereo not drawn),8.9µM*
CCOC(=O)c1c(C)[nH]c(CCC(=O)Nc2c(Cl)cc(OC)cc2OC)c1C,u
O=C(c1cc(-c2ccccn2)n[nH]1)N1C[C@@H](CN2CCCCC2)[C@@H](CO)C1,14%
Cc1cc(C)cc(C(=O)N2CCN(c3cc(-c4ccccc4)[nH]n3)CC2)c1,i
Cc1ccc(NC(=O)CCN2C(=O)c3ccccc3Sc3ncccc32)cc1,i
CCOc1ccc(S(=O)(=O)c2c[nH]c3ccccc3c2=O)cc1,i
COc1cccc(-c2nc(S(=O)(=O)c3ccccc3)c(NCc3ccccc3)o2)c1,u
O=C(CC1C(=O)NCCN1Cc1ccc(-c2ccccc2)cc1)NC(CO)CO (stereo not drawn),-1%
CCc1ccc(S(=O)(=O)N2CCCC(CNC(=O)c3ccccc3Cl)C2)cc1 (stereo not drawn),-15%
COc1ccc(S(=O)(=O)N(CC(=O)Nc2cc(C)ccc2OC)Cc2ccccc2)cc1,2%
COc1ccc(-n2nc(C3CCCN(C(=O)c4cccc(OC)c4)C3)[nH]c2=O)cc1 (stereo not drawn),-15%
COc1ccccc1NC(=O)Cn1cc(C(=O)c2ccncc2)c(=O)c2cc(C)ccc21,i

# Molecules from the list above that contain bromine (six):
SMILES,Pf Dd2 inh
COC(=O)c1cccc(Nc2c(-c3cc(Br)ccc3O)nc3nc[nH]n23)c1,50%[activator][0.594 µM]
CN(c1nnc(NC(=O)Nc2ccc(Br)cc2)s1)C1CCCCC1,-14%
CCN1c2cc(C(=O)Nc3ccc(Br)cc3)ccc2C(=O)N2CCCCCC21 (stereo not drawn),u
Cc1cc(C)cc(NC(=O)CSc2oc(-c3cccs3)nc2S(=O)(=O)c2ccc(Br)cc2)c1,17%
CCCCCSc1nnc2c(n1)OC(CC)Nc1ccc(Br)cc1-2 (stereo not drawn),25%
COc1ccc(Br)cc1CNC(=O)c1nn(-c2ccc(C)cc2)c(=O)c2c1c1ccccc1n2C,i

# Next section:
SMILES,Pf Dd2 inh
CCn1cc(CN(C)C(=O)c2cc(-c3ccc(OC)cc3)cn2CC)c(C)n1,u
O=C(Cn1ccn2nc(-c3ccccc3)c(CO)c2c1=O)Nc1cc(F)ccc1Cl,6%
Cc1noc(C)c1CN1CCC(NC(=O)C2CCC2)CC1,21%
COc1cccc(C(=O)Nc2ccc(C(=O)OCc3cc(=O)n4cc(C)sc4n3)cc2)c1,i
CCC(=O)N1CCc2ccc(C(=O)NC3CCCCC3)cc21,i
CCc1noc(-c2ccn3c(CNC(=O)c4cccc5[nH]ccc45)nnc3c2)n1,-1%
O=C(c1ccccc1F)N1CCC2(CC1)NCCc1c2[nH]c2ccccc12,u
CCOC(=O)c1c(NC(C)=O)c2c3c(sc2n1Cc1cccc(Cl)c1)CCCC3,u
CNC(=O)Cn1nc(C2CCN(C(=O)c3ccc(F)cc3)CC2)c2c1CCOC2,17%[5.79 µM]
Cc1cccc(C(=O)NCC(c2ccc3c(c2)OCO3)N2CCN(c3ccccc3F)CC2)c1 (stereo not drawn),u
COc1ccc(-n2nc(C3CCN(C(=O)c4ccccc4F)CC3)[nH]c2=O)cc1,-10%
COc1ccccc1N(CC(=O)NCCSCc1ccccc1Cl)S(C)(=O)=O,-12%
COC[C@@H]1CN(C(=O)COc2cccc(C)c2)C[C@H]1c1ccccn1,-1%
